# Screening results deposited in PubChem by several laboratories.
# bovine MsrA act: bovine methionine sulfoxide reductase A activation; AID 602163; 360,000 compounds, 0.3% hits; activation, % at 10.6 µM; purified bovine MsrA, absorbance read-out; in the data active = activation above about 7.5%;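 also: 0% = vehicle and 100% = reference activator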
# MsrA inh: inhibitors of bovine MsrA. 360,000 compounds, 0.75% hits. purified bovine MsrA, absorbance read-out. AID 651718. inhibition, % at 15.5 µM; in the data active = inhibition above about 4.5%;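 also: 0% = vehicle wells with enzyme and 100% = reference inhibitor wells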
# E coli Lon inh: E. coli protease La inhibition. AID 602123. inhibition, % at 7.94 µM. purified E. coli Lon protease, fluorescence polarization. 360,000 compounds, 0.42% hits; in the data active = inhibition above about 13%, passing the limit was not always enough;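 also: 0% = enzyme with probe and DMSO and 100% = no enzyme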
# Neddylation inh: cullin neddylation inhibition. TR-FRET cullin neddylation, biochemical. calls only at 25 µM. AID 651699. 360,000 compounds, 0.58% hits. P61081+Q13564; in the data active = inhibition above about 36%
# Target sequence (P61081 whole entry, looked up): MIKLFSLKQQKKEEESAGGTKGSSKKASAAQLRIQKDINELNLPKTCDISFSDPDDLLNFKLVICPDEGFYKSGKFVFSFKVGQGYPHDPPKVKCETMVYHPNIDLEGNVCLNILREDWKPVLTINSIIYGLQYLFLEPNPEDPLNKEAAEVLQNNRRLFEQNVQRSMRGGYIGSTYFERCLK
# Target sequence (Q13564 whole entry, looked up): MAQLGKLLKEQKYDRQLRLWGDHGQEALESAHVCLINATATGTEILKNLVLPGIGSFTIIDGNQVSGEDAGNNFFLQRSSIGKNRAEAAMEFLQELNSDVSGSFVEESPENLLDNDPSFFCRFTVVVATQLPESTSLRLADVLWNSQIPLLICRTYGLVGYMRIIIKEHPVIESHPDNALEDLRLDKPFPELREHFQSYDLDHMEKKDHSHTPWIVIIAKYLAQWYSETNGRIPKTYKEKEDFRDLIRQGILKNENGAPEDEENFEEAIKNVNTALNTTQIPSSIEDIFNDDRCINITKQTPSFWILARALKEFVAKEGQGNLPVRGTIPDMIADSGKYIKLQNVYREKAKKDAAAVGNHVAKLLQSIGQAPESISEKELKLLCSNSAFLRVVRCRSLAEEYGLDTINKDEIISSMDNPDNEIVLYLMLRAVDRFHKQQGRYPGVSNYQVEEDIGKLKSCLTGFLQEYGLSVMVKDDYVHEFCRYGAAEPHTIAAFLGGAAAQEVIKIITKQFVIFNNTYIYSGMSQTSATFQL
# Rin1 Abl inh: blocks binding of human Rin1 to Abl | P00519+Q13671 | TR-FRET Rin1/Abl binding, biochemical | inhibition, % at 7.35 µM | 360,000 compounds, 0.4% hits | AID 588664; in the data active = inhibition above about 5%, passing the limit was not always enough
# CSN deneddyl inh: inhibitors of human CSN-mediated cullin deneddylation; Purified CSN, SCF-Nedd8-OG deneddylation, fluorescence polarization; AID 651999; 360,000 compounds, 0.38% hits; Q92905; inhibition, % at 12.5 µM;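 active = pattern-corrected inhibition above about 35%, with an unprinted fluorescence ratio check between 0.5 and 1.5, limit read from the data, passing the limit was not always enough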;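 also: 0% = enzyme with substrate and 100% = substrate without enzyme; some results filed as inactive read as strong as hits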
#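 Assay system: HEK293T-derived human Csn5 enzyme; quantity: 0.24 nM enzyme; medium: Tris/NaCl/DTT buffer, pH 7.5; also added: substrate SCFSkp2-Nedd8OG, 10 nM; doses: 12.5 µM compound; schedule: 90 min reaction at room temperature; signal: FP; read-out: % inhibition of substrate cleavage by Csn5; benchmarks: substrate-only high control, full reaction low control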
# FAS-TE inh: FAS thioesterase (human) inhibition. P49327. inhibition, % at 15 µM. recombinant FAS-TE, OMFH fluorogenic substrate, fluorescence endpoint. 360,000 compounds, 0.67% hits;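 active = compounds whose normalised, plate-corrected inhibition of enzyme fluorescence in the single-dose primary screen is 50% or more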;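 also: 0% = DMSO with enzyme and 100% = substrate without enzyme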
# TbMetRS inhib: blocks T. brucei methionyl-tRNA synthetase activity | 360,000 compounds, 0.4% hits | inhibition, % at 11.9 µM | purified T. brucei MetRS, ATP depletion, Kinase-Glo luminescence;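 active = inhibition above a per-plate cutoff of the control wells' mean inhibition plus 3 SD, cut at about 5.5% in these data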;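 also: 0% = DMSO wells median and 100% = median of wells with control inhibitor compound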
#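 Test system – parasite MetRS enzyme · Reagent – substrates ATP, L-methionine and bulk Escherichia coli tRNA · Doses – 11.9 µM compound single dose, 0.9% DMSO · Times – 15 min enzyme-compound preincubation, 2 h reaction, 10 min detection, 25 °C · Signal – Kinase-Glo luminescence, ATP depletion format · Controls – DMSO-only wells as low control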
# MLLE-PAM2 inh: blocks PAM2 peptide binding to the PABP1 MLLE domain; P11940; GST-MLLE / FITC-PAM2 fluorescence polarization; inhibition, % at 20 µM; 360,000 compounds, 0.36% hits; AID 588489; in the data active = inhibition above about 35%, passing the limit was not always enough;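 also: plate controls were DMSO wells with GST-MLLE for no effect and wells lacking GST-MLLE protein for full effect; some results filed as inactive read as strong as hits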
# Active calls of the source: *; i = inactive; x = no result given; + = active, no number.
SMILES,bovine MsrA act,MsrA inh,E coli Lon inh,Neddylation inh,Rin1 Abl inh,CSN deneddyl inh,FAS-TE inh,TbMetRS inhib,MLLE-PAM2 inh
CCCN(C(=O)CSCc1c(C)noc1C)c1c(N)n(Cc2ccccc2)c(=O)[nH]c1=O,-4,0.8,-5,i,1,13,-4,-0.4,-2
Cc1ccnc(NC(=O)c2ccc(S(=O)(=O)N3CCC(C)CC3)cc2)c1,-1,-0.3,10,i,3,4,12,-0.4,3
Cc1ccccc1Cn1ccc(NC(=O)c2nn3cccnc3c2Cl)n1,-2,0.6,2,i,-5,-7,6,-0.2,-118
O=C(Nc1ccc2c(c1)OCO2)c1c(F)c(F)c(F)c(F)c1F,0,-0.5,-7,i,2,-1,0,-0.6,-10
CCN1CCN(S(=O)(=O)c2ccc(Cl)c(C(=O)NCCOc3ccc(C)cc3)c2)CC1,-9,-1.4,-1,i,2,-2,0,-0.2,2
CCOc1ccc(C(=O)NCC(=O)N2CCC(C)CC2)cc1OCC,0,0.3,-2,i,-6,-2,-1,-0.3,4
Cc1ccc(S(=O)(=O)N(CC(=O)N/N=C/c2cccc(Cl)c2)c2cccc3cccnc23)cc1,-2,-1.1,-3,i,-2,-1,-8,-1.1,5
CC(C)Oc1ccc(N2CC(C(=O)NC3=NCCS3)CC2=O)cc1 (stereo not drawn),-4,0.2,-5,i,3,5,-9,0.0,10
COCCn1c(SCC(=O)c2ccc(Cl)cc2)nnc1C(C)C,-3,-0.5,-12,i,1,1,-3,-0.4,27
C[C@H]1COC(=O)[C@H](CC(=O)OC(C)(C)C)C/C=C\C[C@@H](CC(=O)N[C@@H](CO)Cc2ccccc2)C(=O)N1,-3,-1.2,-5,i,4,-3,-11,-0.1,3
O=C(CN(C(=O)CSc1nc2ccccc2o1)c1cccc(F)c1)NC1CCCCC1,0,0.4,-4,i,3,3,28,-0.3,5
COc1c(Cl)cc(Cl)cc1/C=N/n1cnnc1,-1,0.0,-8,i,0,1,-2,0.1,13
COc1ccc(NC(=O)CCNC(C)=O)cc1NS(=O)(=O)c1ccc(F)cc1,1,1.1,-8,i,5,1,-8,0.5,-17
CCCS(=O)(=O)NC(=O)C1(C)CCN(C(=O)c2c(-c3ccccc3)noc2C)C1 (stereo not drawn),-2,-0.1,6,i,-1,3,-5,0.0,6
COc1ccc(C2CC(c3ccccc3)=NN2C(=O)CCC(=O)O)cc1 (stereo not drawn),-1,-1.1,-6,i,-1,1,-5,-0.2,6
Cn1cc(C(=O)N2CCN(C(=O)c3ccco3)CC2)c2c3ccccc3n(C)c2c1=O,-4,4.3,-10,i,-1,2,-5,-0.7,-2
COc1ccccc1CNC(=O)COC(=O)c1ncc(Cl)c(Cl)c1Cl,0,-0.6,-4,i,2,6,6,-0.3,-5
CCc1ccc(-c2cc(C)no2)cc1S(=O)(=O)N1CCN(c2ccccc2F)CC1,6,1.7,1,i,-2,-1,32,-0.4,-15
CCCCOc1ccc(/C=C2/Sc3ccccc3C2=O)cc1,-1,0.2,-16,i,0,-14,19,-0.2,-26
O=C(C#Cc1ccccc1)c1ccc([N+](=O)[O-])cc1,-3,-0.2,1,i,-1,3,4,0.0,25
COCc1cc(=O)n2[nH]c(-c3ccsc3-n3c(C)ccc3C)cc2n1,-2,0.1,-20,i,2,52,2,0.3,-34
O=C(/C=C/c1ccc(Cl)cc1Cl)NCCN1CCOCC1,-3,-0.2,0,i,-1,-4,-1,4.6,9
COC(=O)C(Cc1ccccc1)NCC(=O)Nc1cccc(Cl)c1C (stereo not drawn),3,0.1,-3,i,1,-2,7,-0.7,7
OCC1(CC2CCCCO2)CCN(Cc2nc3ccccc3[nH]2)CC1 (stereo not drawn),-8,0.6,2,i,1,9,-9,0.7,0
Cc1ccc(S(=O)(=O)CCC(=O)Nc2ccc(F)cc2)cc1,-1,1.4,-1,i,4,-4,0,-0.2,-12
C=CCSc1nc2sc3c(c2c(=O)n1-c1ccc(C)cc1)CCN(C)C3,-2,1.1,-12,i,-1,0,-7,-0.1,-16
CC(=O)c1ccc2c3c(cccc13)C(=O)N(CCc1ccccc1)C2=O,-5,0.1,-1,i,2,-1,2,-0.2,2
CCOc1ccccc1-c1nc(-c2ccncc2)no1,8.4*,-0.9,-1,i,-1,1,-4,1.2,-4
CCOC(=O)c1c(C)[nH]c(C)c1C(=O)CSc1nnc(-c2ccc(OC(F)F)cc2)o1,-8,-0.7,9,i,-1,26,14,-1.2,-113
Cc1nnc(N/N=C/c2ccccc2O)n1N,8.8*,-0.2,-8,i,0,13,-3,0.6,-4
O=c1c(/C=N/N2CCOCC2)c(C(F)(F)F)[nH]n1-c1ccccc1,0,1.0,-1,i,-3,-1,-3,-0.4,17
C/C(CC(=O)c1ccccc1)=N\NC(=O)CC#N,-1,1.2,-2,i,1,6,-2,0.5,2
COc1ccccc1NC(=O)Cn1cnc2sc(C(=O)Nc3ccc(OC)c(OC)c3)c(C)c2c1=O,-2,0.4,-9,i,1,0,4,-0.3,5
COc1c(S(=O)(=O)NCCCN2CCOCC2)ccc(Cl)c1Cl,-2,-1.2,-3,i,-2,-2,-4,-0.2,45*
O=C(NCc1ccc(Cl)cc1)C1CCN(S(=O)(=O)c2ccc(F)cc2)CC1,-8,-0.9,-9,i,-2,4,2,-1.5,5
CCN1CCN(c2nc3ccccc3n3cnnc23)CC1,-4,2.5,-10,i,-3,3,-4,0.0,20
COC(=O)/C=C/C(=O)N1CCN(c2ccccc2C)CC1,-4,-0.7,4,i,0,4,-6,-0.4,-5
CCc1nc2ccc(C(=O)NCCc3c[nH]c4ccccc34)cn2c1N(C)CCCc1ccccc1,-1,1.6,-17,i,-1,5,12,0.1,-13
COc1cc(C2NC(=O)NC(C)=C2C(=O)OC2CCCC(C)C2)ccc1O (stereo not drawn),-3,-1.0,-2,i,2,-2,-1,-0.6,5
COCCCNC(=O)c1ccc(Cn2c(=O)c3ccccc3n(Cc3cc(C)ccc3C)c2=O)cc1,-2,1.7,-7,i,2,-1,5,-0.8,-1
S=C(c1ccc(N2CCCC2)c(Br)c1)N1CCCCC1,-11,0.3,-8,i,-1,0,23,-0.9,-5
CC(=O)Nc1ccc(NC(=O)C2CC(=O)N(c3cccc(C)c3C)C2)cc1 (stereo not drawn),0,0.3,-3,i,4,-5,-1,-0.1,6
Cc1ccccc1N1CCN(S(=O)(=O)N(C)C)CC1,-1,-0.6,8,i,0,-8,-6,0.2,6
Cc1ccc(CCNC(=O)C2CCCN(S(=O)(=O)c3cccc4nsnc34)C2)cc1 (stereo not drawn),-4,-0.2,6,i,-2,1,-12,-0.7,2
O=C(COc1ccccc1)NCc1ccco1,-7,0.7,-2,i,3,3,-9,0.0,6
CCOC(=O)Cn1nc(NC(=O)c2ccc3c(c2)OCO3)cc1C,-1,1.8,7,i,0,1,-2,0.2,5
COc1ccc(OCC#CCN2CC(C)OC(C)C2)cc1 (stereo not drawn),-4,1.5,4,i,-3,4,-8,-0.8,-3
CCCC(C)c1nnc(NC(=O)c2cc(C(=O)OC)cc([N+](=O)[O-])c2)s1 (stereo not drawn),-6,-0.9,-7,i,-3,-1,55*,-1.4,17
N#Cc1cc(Sc2ccccn2)c([N+](=O)[O-])cc1C#N,-11,0.5,-103,i,-1,23,42,-0.2,-60
CC[C@H](C)[C@H](NC(=O)CNC(=O)COc1cc2c(c3oc(=O)cc(C)c13)CCC(C)(C)O2)C(=O)O,-3,3.2,-5,x,0,-3,-4,-0.4,3
Cc1ccc(-n2c3c(c(=O)[nH]c2=O)C(NS(=O)(=O)c2ccc(C)cc2)(C(F)(F)F)C(=O)N3)cc1 (stereo not drawn),-2,2.4,-4,i,2,2,-5,-0.2,-8
CC(C)N(NC(=O)c1cccc2ccccc12)C(C)C,-12,-0.4,6,i,-3,-6,-4,-0.5,0
C/C(=N\NC1=NCCN1)c1ccccc1,-4,1.6,-2,i,-3,-1,-13,0.6,-1
CC(C)(C)CN1CCC(Oc2cccc(C(=O)NCCCOc3cccnc3)c2)CC1,-11,1.3,5,i,3,-4,-2,-1.1,10
COc1cc(C2CC(C(F)(F)F)n3ncc(C(=O)O)c3N2)cc(OC)c1OC (stereo not drawn),2,-0.8,5,i,1,-1,-8,-0.2,5
CCc1ccc(NS(=O)(=O)c2ccc3[nH]cc(C(=O)N4CCCCC4)c(=O)c3c2)cc1,-7,1.6,-2,i,-1,1,-5,-0.8,6
CC(=O)c1ccc([N+](=O)[O-])cc1,-9,0.1,5,i,-2,4,-7,-0.9,-3
CCCCNC(=O)CN(c1cccc(F)c1)S(C)(=O)=O,-2,0.5,0,i,-1,-1,-5,1.1,1
Cc1ccc(NC(=O)C(C)OC(=O)c2n[nH]c3ccccc23)cc1 (stereo not drawn),-3,-1.0,-6,i,1,-4,-13,-0.5,-8
COc1cc(NC(=O)CN2CCN(CC(=O)Nc3ccccc3OC)CC2)cc(OC)c1,-3,0.4,-3,i,3,-2,2,-0.9,0

# Further compounds
SMILES,bovine MsrA act,MsrA inh,E coli Lon inh,Neddylation inh,Rin1 Abl inh,CSN deneddyl inh,FAS-TE inh,TbMetRS inhib,MLLE-PAM2 inh
O=C(Cn1c(C(F)(F)F)nc2ccccc21)N/N=C/c1ccco1,-1,0.8,-5,i,-1,-4,-5,-0.4,5
Cc1nn(-c2ccccc2)c(N2CCCC2)c1/C=N/NC(=O)c1ccccc1O,-5,1.1,-3,+,-4,-15,-7,0.3,14
Cc1ccc(-c2nn(-c3ccccc3)cc2C2CC(c3cccs3)=NN2C(=O)CCC(=O)O)cc1 (stereo not drawn),-4,-0.2,-5,+,-2,-5,-10,0.9,-10
CCOc1cccc(C(c2c(C)n(C)n(-c3ccccc3)c2=O)c2c(C)n(C)n(-c3ccccc3)c2=O)c1OC,13*,0.0,-4,i,3,-2,-6,-0.4,-1
O=C(NC(=S)Nc1ccccn1)c1cncc(Br)c1,-2,0.8,-1,i,-1,3,9,-0.4,36
CCOC(=O)/C(C#N)=N/Nc1ccccc1C#N,-6,0.5,-11,i,-3,-2,-4,-0.2,-8
S=C(Nc1ccccc1Cl)N1CCC(c2ccccc2)C1 (stereo not drawn),0,1.3,-7,i,-1,3,-1,0.9,-88
O=C(COC(=O)c1ccc2ncsc2c1)NCc1cccc(Cl)c1,-11,0.0,0,i,2,-2,7,2.1,5
